IDH1 R132H inh = qHTS for Inhibitors of mutant isocitrate dehydrogenase 1 (IDH1): qHTS; Potency, µM (top dose mostly 76.6 µM), for inactives: at the highest dose activity change, negative = inhibition, most hits filed as inhibitors; AID 602179, 2012; Isocitrate dehydrogenase [NADP] cytoplasmic (Homo sapiens), O75874; IDH1-R132H enzyme, NADPH consumption, diaphorase/resazurin fluorescence; actives 0.093% (n = 390,000); further: potency means the concentration at half of the fitted maximal effect; on the % scale 0 is the no-effect control and ±100 the full control effect; nearly all actives have a fitted effect of over 65% in size
Target sequence (O75874 whole entry R132H, stated change not applied): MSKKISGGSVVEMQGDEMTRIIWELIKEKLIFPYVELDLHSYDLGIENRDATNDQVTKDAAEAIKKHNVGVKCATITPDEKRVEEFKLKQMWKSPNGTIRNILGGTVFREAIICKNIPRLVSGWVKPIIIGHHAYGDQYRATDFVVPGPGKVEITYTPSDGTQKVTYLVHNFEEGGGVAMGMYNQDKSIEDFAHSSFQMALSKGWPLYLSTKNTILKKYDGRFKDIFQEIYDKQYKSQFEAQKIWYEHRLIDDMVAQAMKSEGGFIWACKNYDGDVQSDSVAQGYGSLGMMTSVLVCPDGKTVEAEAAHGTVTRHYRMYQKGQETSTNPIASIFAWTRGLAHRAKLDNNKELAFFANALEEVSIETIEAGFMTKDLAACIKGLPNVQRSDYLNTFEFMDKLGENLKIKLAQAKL
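IDH1-R132H (0.5 ug/mL dispensed) in pH 7.5 Tris buffer was preincubated 30 min with compound, then given a substrate mix of 0.016 mM NADPH and 2 mM alpha-KG for 80 min at room temperature; remaining NADPH was read by diaphorase/resazurin fluorescence.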
GLS inh = qHTS for Inhibitors of Glutaminase (GLS) | AID 624170, 2012 | actives 0.21% (n = 410,000) | Potency, µM (doses to about 45.5 µM), inactives show at the highest dose activity change, negative = inhibition, most hits filed as inhibitors | GLS enzymatic activity, qHTS titration; further: potency means the concentration at half of the fitted maximal effect; on the % scale 0 is the no-effect control and ±100 the full control effect
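Assay buffer: 45 mM KH2PO4 pH 8.2, 0.02% Tween-20. hKGA acts on L-glutamine (1 mM solution added); product glutamate is reported by an oxidase/peroxidase Amplex Red coupling, with fluorescence taken at baseline and 30 min.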
HP1b chromo inh = HTS for Inhibitors of HP1-beta Chromodomain Interactions with Methylated Histone Tails; Chromobox protein homolog 1 (Homo sapiens), P83916; AlphaScreen HP1-beta / biotin-H3K9me3 peptide binding; Potency, µM (series often up to 114 µM), for the others: at the highest dose activity change, negative = inhibition, usual class: inhibitors; actives 0.56% (n = 390,000); further: potency means the concentration at half of the fitted maximal effect; nearly all actives have a fitted effect of over 70% in size; inactives centre near 23
Target sequence (P83916 whole entry, looked up): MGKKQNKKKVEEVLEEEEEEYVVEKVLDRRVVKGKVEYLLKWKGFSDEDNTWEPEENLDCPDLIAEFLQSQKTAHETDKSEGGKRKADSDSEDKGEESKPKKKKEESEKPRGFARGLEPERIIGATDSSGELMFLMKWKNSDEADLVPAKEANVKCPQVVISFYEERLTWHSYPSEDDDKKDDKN
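Compound inhibition of the preformed complex between 50 nM HP1-beta and 50 nM biotinylated H3K9me3 peptide was read by AlphaScreen. Buffer was PBS pH 7.4 with 0.01% Tween-20. Incubations ran 30 min at room temperature, with 10 ug/mL donor/acceptor beads.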
Pin1 inh = qHTS Assay to Find Inhibitors of Pin1 | Peptidyl-prolyl cis-trans isomerase NIMA-interacting 1 (Homo sapiens), Q13526 | Pin1 FP peptide displacement, HiFluor488, 10 min | Potency, µM (titrated, usually from 115 µM), for the others: at the highest dose activity, negative = inhibition, hits mostly inhibitors | actives 0.009% (n = 390,000); active means well fitted inhibition curve with a large enough effect in the polarisation, with a control signal flat, not every such curve was filed as active; inconclusive means small, poorly fitted or top-dose-only effect, or effect the other way, or a change in a side signal; inactive means no such curve, though single readings can be large or run the other way; the % refers to the polarisation; further: potency means the concentration at half of the fitted maximal effect; on the % scale 0 is the no-effect control and ±100 the full control effect
TrxR1 substrate = qHTS Assay for Substrates of Mammalian Selenoprotein Thioredoxin Reductase 1 (TrxR1): qHTS; Potency, µM (series often up to 114 µM), without a hit: at the top dose activity change, negative = substrate turnover; purified TrxR1 substrate turnover, NADPH consumption readout; Thioredoxin reductase 1, cytoplasmic (Rattus norvegicus), O89049; actives 0.01% (n = 390,000); further: potency means the concentration at half of the fitted maximal effect; on the % scale 0 is the no-effect control and ±100 the full control effect; nearly all actives have a fitted effect of over 50% in size
Target sequence (O89049 whole entry, looked up): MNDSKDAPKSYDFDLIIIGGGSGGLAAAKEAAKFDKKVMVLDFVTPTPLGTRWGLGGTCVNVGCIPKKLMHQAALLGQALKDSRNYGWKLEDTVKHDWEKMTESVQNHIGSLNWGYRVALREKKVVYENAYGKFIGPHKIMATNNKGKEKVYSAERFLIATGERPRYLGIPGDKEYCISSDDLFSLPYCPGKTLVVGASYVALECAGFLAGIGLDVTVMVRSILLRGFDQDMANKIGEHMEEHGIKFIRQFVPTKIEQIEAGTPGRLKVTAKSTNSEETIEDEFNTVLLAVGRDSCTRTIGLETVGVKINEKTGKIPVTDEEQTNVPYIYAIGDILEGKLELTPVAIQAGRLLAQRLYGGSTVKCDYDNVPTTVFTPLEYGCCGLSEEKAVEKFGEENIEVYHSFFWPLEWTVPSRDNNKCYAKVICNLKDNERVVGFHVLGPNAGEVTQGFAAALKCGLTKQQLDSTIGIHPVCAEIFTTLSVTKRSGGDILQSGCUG
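Rat TrxR1, dispensed at 90 nM, was prereduced with 400 uM NADPH (final) for 5 min at ~22 deg C, then incubated with compound 15 min before 400 uM selenite. A first-read NADPH fluorescence drop versus no-compound background flagged substrates.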
USP1-UAF1 inh = Inhibitors of USP1/UAF1: Primary Screen | Ubiquitin carboxyl-terminal hydrolase 1 (Homo sapiens), O94782 | recombinant USP1/UAF1, Ub-Rhodamine cleavage fluorescence | Potency, µM (titrated, usually from 57.1 µM), without a hit: top-dose activity change, negative = inhibition, hits mostly inhibitors | actives 0.23% (n = 390,000); further: potency means the concentration at half of the fitted maximal effect; on the % scale 0 is the no-effect control and ±100 the full control effect; nearly all actives have a fitted effect of over 60% in size; inactives centre near -12
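In this screen, compounds sit with the deubiquitinase complex (1nM) for 15 min at room temperature before Ub-Rho is added at 150nM final. Fluorescence rise is then followed for 6 reads every 60 seconds.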
PGK inhibitor = qHTS Assay to Find Inhibitors of Phosphoglycerate Kinase; actives 0.043% (n = 380,000); PGK/GAPDH coupled, Kinase-Glo luminescence, 60 min; Phosphoglycerate kinase, glycosomal (Trypanosoma brucei brucei), P07378; Potency, µM (highest dose often 57.5 µM), for the others: at the top dose activity change, negative = inhibition, actives largely listed as inhibitors; AID 602233, 2012; further: potency means the concentration at half of the fitted maximal effect; on the % scale 0 is the no-effect control and ±100 the full control effect; nearly all actives have a fitted effect of over 60% in size
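Recombinant glycosomal PGK reaction used 1,3-bisphosphoglycerate generated in-well by GAPDH (100nM final) in 100mM TEA pH 7.6, 5mM MgCl2, 0.01% Tween-20. After 60 minutes at room temperature, ATP was read by Kinase-Glo Plus luminescence end-point.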
PI4K2A inh = qHTS for small molecular inhibitors of PI4K2A; actives 0.13% (n = 420,000); Phosphatidylinositol 4-kinase type 2-alpha (Homo sapiens), Q9BTU6; purified PI4K2A, ADP-Glo luminescence, 1 h; active compounds read low; AID 1346378, 2018; activity change, negative = inhibition, % at 76.9 µM; in the data active means activity change below about -50%; inconclusive means mostly about -30% to -49%;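 further: -100% = wells without enzyme as full effect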
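In this quantitative HTS, ADP production by PI4K2A was quantified luminescently after 1 h at ambient temperature; 100 microM adenosine served as plate-quality control.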
TrxR1 inh = qHTS Assay for Inhibitors of Mammalian Selenoprotein Thioredoxin Reductase 1 (TrxR1): qHTS; Thioredoxin reductase 1, cytoplasmic (Rattus norvegicus), O89049; AID 588453, 2011; actives 1% (n = 390,000); Potency, µM (top dose mostly 114 µM), inactives show at the top dose activity change, negative = inhibition, hits mostly inhibitors; recombinant rTrxR1, NADPH fluorescence consumption, selenite substrate; further: potency means the concentration at half of the fitted maximal effect; on the % scale 0 is the no-effect control and ±100 the full control effect; nearly all actives have a fitted effect of over 65% in size
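Rat TrxR1 (90 nM in the dispensed reagent) was pre-reduced with 400 uM NADPH for 5 min at room temperature, then incubated with compound for 15 min. After 400 uM selenite was added, NADPH fluorescence (Ex 340/Em 450 nm) was followed for 8 min.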
* hit, by the source's call; i = inactive; ? = inconclusive; . = not tested or not shown; & = joins results of further samples; [ ] = another dose, or the depositor's remark. Unless noted, the call rests on the fitted dose curve; in most records, active means well fitted curve in the direction sought with a large enough effect; inconclusive means small, poorly fitted or top-dose-only effect, or another doubt; inactive means no such curve, though single readings can be large; an effect the other way counts as inactive or inconclusive. Not all compounds are listed; the hit share may differ from the screen's.

SMILES	IDH1 R132H inh	GLS inh	HP1b chromo inh	Pin1 inh	TrxR1 substrate	USP1-UAF1 inh	PGK inhibitor	PI4K2A inh	TrxR1 inh
O=C1c2cc(F)ccc2-n2c1nc1ccccc1c2=O	2%	9%	13%[57 µM]	5%	1%	?	1%	-9	10%
CCN(CC)C(=O)CSc1nnc(-c2ccccc2)o1	2%	2%	26%	-11%	7%	13%	6%[11.5 µM]	-1	8%
N#Cc1cnn2c(-c3cccc([N+](=O)[O-])c3)ccnc12	0%	0%	29%	-4%	2%	-10%	1%	-1	5%
O=C(O)C1CC=CCC1C(=O)Nc1ccccc1 (centres undefined)	2%	12%	-1%	1%	-3%	-12%	?	2	9%
CCN(CC)CCCNC(=O)Cn1nc(-c2ccccc2)ccc1=O	1%	-2%	17%	0%	1%	-14%	0%	3	1%
COc1ccccc1C(=O)CN1C(=O)NC2(CCCCCC2)C1=O	3%	-21%	24%	3%	-8%[57.1 µM]	?	i	1	1%[57.1 µM]
CN(CC(=O)Nc1ccccc1N1CCOCC1)S(=O)(=O)c1ccc(F)cc1	0%	-5%	62%[activator]	-1%	-8%	-5%	-13%	0	0%
O=C1CCNc2c(Cl)cc(Cl)cc21	10%	0%	77%[activator]	?	-3%	-12%	i	1	18%[57.1 µM]
Cc1cccc(C(=O)Nc2cccc(C(=O)N3CCOCC3)c2)c1	1%	-1%	22%	5%	6%[57.1 µM]	-3%	1%	5	15%
CCOc1cc(C2Nc3ccccc3C(=O)N2c2ccccc2)c(Br)cc1OCC(=O)O (centres undefined)	4%	14%	30%	-4%	139%[activator]	-6%	-10%	0	?
COc1cc(C#N)ccc1OCC(=O)Nc1ccc(C)c(S(=O)(=O)N2CCOCC2)c1	2%	5%	10%	6%	-4%	-1%	3%	-7	18%
CCC1CCCCN1CCCNC(=O)C1CCCN(S(=O)(=O)N2CC(C)CC(C)C2)C1 (centres undefined)	-12%	-4%	27%	-5%	?	-23%	-4%	5	-1%
Brc1ccc(-c2nc3ncccn3c2Nc2ccc3c(c2)OCCO3)o1	-8%	12%	-5%	2%	8%[57.1 µM]	-22%	-6%	1	0%[57.1 µM]
CCN(C(=O)CN1CCCCC1C)c1c(N)n(Cc2ccccc2)c(=O)[nH]c1=O (centres undefined)	28%	12%	18%	8%	0%	-15%	5%	2	10%
CCOC(=O)Cn1c(=O)n(CC(=O)OCC)c2ccccc21	1%	-3%	38%[activator]	?	1%[57.1 µM]	-10%	-1%	-1	3%[57.1 µM]
CN(Cc1ccco1)S(=O)(=O)c1ccc2c(c1)CCN2C(=O)CCC(=O)O	-1%	9%	12%	-8%	-7%	-18%	-2%	-2	-10%
CSC(=NC#N)N1CCN(C(c2ccccc2)c2ccccc2)CC1	2%	3%	20%	-4%	13%	-27%	-9%	-1	29%
CCN(CCn1cccn1)C(=O)c1cc(COc2cc(C)ccc2C)on1	5%	9%	92%[activator]	23%	-3%	-6%	-7%	-6	13%
O=C1CCN(C(=O)Nc2cccc(Cl)c2)N1	3%	48%[activator]	2%	-2%	2%	-7%	-2%	-1	?
COCCNC(=O)c1cc2ncc(Br)cn2n1	2%	-11%	28%	-8%	7%[57.1 µM]	-17%	-6%	5	3%[57.1 µM]
N#Cc1ccc(COc2ccc(CCO)cc2-n2nc3ccccc3n2)cc1	0%	5%	27%	?	15%[57.1 µM]	-20%	0%	-1	-3%[57.1 µM]
COc1ccc(C2CC(c3cccs3)=Nc3ccccc3S2)cc1OC (centres undefined)	-3%	11%	-2%	9%	9%	?	0%	1	20%
O=C1C(Cl)=C(N2CCOCC2)C(=O)N1CCc1ccccc1	0%	4%	118%[activator]	7%	-10%	-8%	0%	1	-9%
CCN1CCN(CC(=O)Nc2cc(C(F)(F)F)ccc2OCCOC)CC1	-4%	1%	?	-15%	-3%	-5%	-2%	5	19%
CCc1nc2ccc(C(=O)N(C)CC(=O)Nc3ccc(Cl)c(C(F)(F)F)c3)cc2nc1CC	-3%	21%	16%	12%	-10%	-33%	i	-6	12%[57.1 µM]
O=C(N1CCOCC1)N1CCN(c2ccc(F)cc2)CC1	0%	11%	34%	?	-7%	-9%	.	2	-10%
ON=C1CCC2CCCCC2C1 (centres undefined)	-7%	-1%	.	.	.	-13%	i	-1	.
COc1ccc2[nH]c(C(=O)N3CCNCC3)cc2c1OC	4%	30%	15%	-1%	-2%	-16%	8%	5	?
CC(=O)Nc1cc2c(=O)n(Cc3ccccc3)c(C)nc2cc1N1CCOCC1	-4%	7%	20%	0%	15%	-4%	4%	-1	3%
Cn1c2c(c3cnc4cc(Cl)ccc4c31)CN(Cc1ccc(Cl)cc1)CC2	.	.	11%[57 µM]	1%	5%[0.0914 µM]	.	.	.	-2%
COc1ccc(N2CCOCC2)c(NC(=O)c2cccs2)c1	3%	31%[activator]	26%	-12%	-6%	-23%	i	-1	-1%
CC(=O)c1sccc1NC(=O)c1ccccc1C(=O)O	-9%	7%	28%	0%	-3%	-5%	5%	1	0%
O=C(OCc1cc(=O)n2ccsc2n1)C1(c2ccccc2)CC1	-4%	5%	.	.	.	-20%	-8%	-1	.
Cc1cccc(N(CC(=O)N/N=C/c2ccccc2C(=O)O)S(C)(=O)=O)c1C	6%	-1%	41%[activator]	-3%	8%	-17%	i	0	16%
COc1ccc(NC(=O)C2CCC(CNS(=O)(=O)c3cccs3)CC2)cc1 (centres undefined)	-3%	7%	-2%	2%	4%	-11%	-3%	0	27%
COc1ccc(C(CC(=O)N2CCCCC2)NC(=O)C(F)(F)F)cc1 (centres undefined)	3%	1%	23%	-4%	10%[57.1 µM]	-8%	i	6	34%[57.1 µM]
COc1ccc(OC)c(Nc2cc(C)c3ccccc3n2)c1	5%	1%	0%	-3%	3%	-23%	-1%	-8	13%
CCCOc1ccc(C(=O)CCN2CCCCC2)cc1	3%	21%	29%	-2%	8%	-14%	-5%	32	?
Brc1ccc(/C=N/Nc2ccccc2)cc1	3%	-14%	6%[57 µM]	?	-11%	-5%	-6%	3	-3%
CCCCNC(=O)c1ccc2c(c1)ncn2-c1cc(OC)ccc1OC	-21%	-3%	43%[activator]	-6%	6%[57.1 µM]	0%	-7%	-1	9%[57.1 µM]
O=C(c1cc(F)ccc1F)C1CCCN(C(=O)c2ccco2)C1 (centres undefined)	6%	16%	28%	-3%	5%[57.1 µM]	3%	4%	12	2%[57.1 µM]
N#Cc1nc(COc2ccccc2)oc1N1CCC(Cc2ccccc2)CC1	-3%	0%	?	9%	-1%	-10%	2%	5	4%
COCc1cc(C)[nH]c(=O)c1C#N	8%	-10%	53%[activator]	-6%	56%[activator][57.1 µM]	-14%	-1%	-1	6%[57.1 µM]
CC(Oc1ccc2c(-c3ccccc3)cc(=O)oc2c1)C(=O)NCC1CCC(C(=O)O)CC1 (centres undefined)	-4%&0%	17%&1%	17%&28%	4%&1%	-10%	15%&-16%	-6%&-8%	-7&0	-5%
CCC(C)(C)c1ccc(Oc2ccc(N)cc2)cc1	5%	4%	?	5%	10%[57.1 µM]	-19%	i	-2	41%[activator][57.1 µM]
COc1ccc(C(=O)N/N=C/c2ccc3cccc(OCc4ccccc4)c3n2)cc1	-8%	8%	22%	?	83%[activator][57.1 µM]	-13%	-7%	2	42%[activator][57.1 µM]
CC(=O)c1cccc(NC(=O)CCn2c(=S)oc3ccccc32)c1	-8%	1%	3%	42%[activator]	-8%	-23%	i	-4	-14%
CC(=O)c1ccc(OCC(=O)NC2CCCN(Cc3ccccc3F)C2)cc1 (centres undefined)	-3%	8%	43%[activator]	-3%	-3%	2%	-2%	0	25%
N#C/C(=C/c1ccc(N2CCOCC2)o1)C(=O)Nc1ccccc1	9%	-1%	17%	?	-13%	25µM*	-3%	-6	15%[57.1 µM]
O=C1NCCCC1C(=O)N1CCCCC1 (centres undefined)	0%	-6%	33%	3%	-1%	-11%	-9%	-2	10%
Cn1nc(-c2ccccc2)c(CO)c1Oc1cccc(C(F)(F)F)c1	5%	1%	46%[activator]	-2%	-7%	?	-6%	2	18%[57.1 µM]
COC(=O)Cc1ccc(Oc2ncc(C(F)(F)F)cc2Cl)cc1	3%	2%	111%[activator]	-1%	-6%	-12%	0%	-2	9%
O=C1OC(c2cccc3c(F)cccc23)c2ccccc21 (centres undefined)	-5%	1%	.	.	.	-3%	1%	-3	.
CCOC(=O)c1ccccc1NC(=O)COc1coc(CN2CCc3ccccc32)cc1=O	2%	5%	?	13%	-11%	-28%	-15%	-5	-13%

Assay outcomes: PubChem, National Center for Advancing Translational Sciences (NCATS)
